Assay outcomes: PubChem BioAssay, National Center for Advancing Translational Sciences (NCATS)
TDP43 rescue – inhibitors of TDP-43 toxicity in yeast; Potency, µM (doses to about 46.1 µM), inactives show at the top dose growth rescue (activation), usual class: activators; TDP-43 expressing yeast growth rescue, BacTiter-Glo, 24 h; 410,000 compounds, 1.8% hits; AID 652104; also: potency is read from the fitted curve at half-maximal effect; % of control where 0% means no effect; nearly all actives have a fitted effect of over 50% in size
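In this qHTS, compounds that restore growth of yeast expressing TDP-43 appear as activators. Cells (OD600=0.02, galactose medium, raffinose-pregrown) are incubated with compound 24 hr at 30 deg C and growth is quantified by BacTiter-Glo.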
Abeta yeast res – A-beta toxicity reversal in yeast | yeast expressing A-beta42, growth rescue, OD600, 48 h; response scale: 0% DMSO, 100% iron-clioquinol control | 410,000 compounds, 0.063% hits | Potency, µM (series often up to 46.1 µM), without a hit: at the highest dose growth rescue, hits mostly activators; also: potency is read from the fitted curve at half-maximal effect; nearly all actives have a fitted effect of over 55% in size
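Growth rescue measured by 600 nm absorbance after 48 h yeast culture at 30 C with compound. Values normalized between DMSO and an equimolar ferric chloride plus clioquinol control.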
FUS suppressor – suppressors of FUS proteinopathy in yeast; S. cerevisiae FUS-expressing, growth rescue, OD600, 24 h; Potency, µM (series often up to 76.6 µM), without a hit: top-dose growth rescue (activation), hits mostly activators; 390,000 compounds, 0.24% hits;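 also: potency is read from the fitted curve at half-maximal effect; plate controls were DMSO vehicle for no effect and reference control for full effect; nearly all actives have a fitted effect of over 55% in size; some results filed as inactive show a strong effect at the top dose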
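Compound concentration series was pinned onto galactose-induced FUS-expressing yeast seeded at OD 0.005. Plates sat 24hr at 30C; absorbance at 600 nm gave growth. DMSO served as background control.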
GLP1R inv ag – acts as inverse agonist at human GLP-1 receptor | P43220 | HEK293 GLP-1R CRE-luciferase, luminescence, 24 h; GLP-1R form is constitutively active | AID 624417 | Potency, µM (series often up to 38.3 µM), for the others: top-dose activity change, negative = inhibition, actives largely listed as inhibitors | 410,000 compounds, 1.6% hits; also: potency is read from the fitted curve at half-maximal effect; % is scaled to controls: 0 for no effect and ±100 for the full control effect; nearly all actives have a fitted effect of over 55% in size
Target sequence (P43220 whole entry, looked up): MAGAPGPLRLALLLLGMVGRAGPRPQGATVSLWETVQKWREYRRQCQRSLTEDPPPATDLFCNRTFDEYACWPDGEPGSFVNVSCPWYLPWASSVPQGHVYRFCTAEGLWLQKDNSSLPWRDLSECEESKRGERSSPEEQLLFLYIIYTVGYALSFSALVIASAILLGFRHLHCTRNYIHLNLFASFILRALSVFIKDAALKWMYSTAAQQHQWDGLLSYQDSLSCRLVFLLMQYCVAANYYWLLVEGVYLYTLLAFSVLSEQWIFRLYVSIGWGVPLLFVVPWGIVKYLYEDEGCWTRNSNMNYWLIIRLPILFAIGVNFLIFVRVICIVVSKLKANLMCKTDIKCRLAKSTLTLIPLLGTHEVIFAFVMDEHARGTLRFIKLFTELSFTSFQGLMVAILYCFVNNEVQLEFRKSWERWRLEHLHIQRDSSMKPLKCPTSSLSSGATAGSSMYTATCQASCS
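Cells are plated, allowed 12 hours at 37 deg C, then treated with compounds for 24 hr before luciferase detection reagent is added and luminescence is read after 12 min at room temperature. The HEK293 line carries constitutively active GLP-1R with a cAMP-responsive reporter.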
HEK293 tox – cytotoxicity in counter-screen for GLP-1R inverse agonists; AID 624418; HEK293 cAMP-luciferase reporter cells, luminescence, 24 h; Potency, µM (doses to about 38.3 µM), for the others: at the highest dose activity change, negative = inhibition, actives largely listed as inhibitors; 410,000 compounds, 0.13% hits;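 also: loss of luciferase light is scored as toxicity; potency is read from the fitted curve at half-maximal effect; % is scaled to controls: 0 for no effect and ±100 for the full control effect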
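Here, cytotoxicity is scored as loss of luminescence. The MLSMR collection was tested on cells seeded in medium containing 10% Nu serum, with a 24 hr compound exposure preceded by 12 hours of culture.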
Akt phos inh – Akt phosphorylation inhibition; activity change, % for hits at 50 µM; AID 651550; 360,000 compounds, 0.32% hits; Neuro2A IGF-stimulated pAkt S473 HTRF, 20 min; hits give low values; in the data active = activity change below about -80%; inconclusive = mostly about -51% to -80%; also: % is scaled to controls: 0 for no effect and ±100 for the full control effect
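Neuro2A cells (4,500/well, DMEM with 0.5% FBS) were treated with compound at a single 50 µM final concentration, stimulated with 6 nM IGF for 20 min at 37 °C, and lysed. Phospho-Akt Ser473 was read by HTRF as 665/615 ratio ×10^4.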
aSyn yeast inh – inhibitors of alpha-synuclein toxicity in yeast; Yeast expressing alpha-synuclein, growth rescue, BacTiter-Glo, 24 h; Potency, µM (top dose mostly 46.1 µM), inactives show at the top dose growth rescue (activation), usual class: activators; 370,000 compounds, 0.14% hits; AID 652106; also: potency is read from the fitted curve at half-maximal effect; % of control where 0% means no effect; nearly all actives have a fitted effect of over 65% in size
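Rescue of yeast growth: cells expressing toxic alpha-synuclein, induced in galactose at OD600 0.02, incubated with compound 24 h at 30 C. ATP luminescence quantified growth; inhibitors of toxicity appear as activators.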
Mm-Cpn inhibitor – M. maripaludis TRiC chaperonin inhibition | 330,000 compounds, 0.031% hits | purified Mm-Cpn ATPase, ADP Transcreener TR-FRET | Potency, µM (titrated, usually from 76.9 µM), for the others: at the top dose activity, negative = inhibition, most hits filed as inhibitors | AID 504842; also: potency is read from the fitted curve at half-maximal effect; % is scaled to controls: 0 for no effect and ±100 for the full control effect; nearly all actives have a fitted effect of over 80% in size
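TR-FRET (320 nm excitation; 590 and 665 nm emission) reports ADP made from 10 uM ATP by 25 nM enzyme; compounds were preincubated 10 min, reaction run 30 min, both at 37°C.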
PTHR1 ag – PTHR1 (human) receptor agonism. Potency, µM (series often up to 115 µM), for inactives: top-dose activation, hits mostly activators. 410,000 compounds, 0.075% hits. Q03431. HEK293 GP2 PTHR1 cells, GloSensor cAMP luminescence, 1 h; also: potency is read from the fitted curve at half-maximal effect; nearly all actives have a fitted effect of over 55% in size; some results filed as inactive show a strong effect at the top dose; inactives centre near -15; many of its hits are not listed in these tables
Target sequence (Q03431 whole entry, looked up): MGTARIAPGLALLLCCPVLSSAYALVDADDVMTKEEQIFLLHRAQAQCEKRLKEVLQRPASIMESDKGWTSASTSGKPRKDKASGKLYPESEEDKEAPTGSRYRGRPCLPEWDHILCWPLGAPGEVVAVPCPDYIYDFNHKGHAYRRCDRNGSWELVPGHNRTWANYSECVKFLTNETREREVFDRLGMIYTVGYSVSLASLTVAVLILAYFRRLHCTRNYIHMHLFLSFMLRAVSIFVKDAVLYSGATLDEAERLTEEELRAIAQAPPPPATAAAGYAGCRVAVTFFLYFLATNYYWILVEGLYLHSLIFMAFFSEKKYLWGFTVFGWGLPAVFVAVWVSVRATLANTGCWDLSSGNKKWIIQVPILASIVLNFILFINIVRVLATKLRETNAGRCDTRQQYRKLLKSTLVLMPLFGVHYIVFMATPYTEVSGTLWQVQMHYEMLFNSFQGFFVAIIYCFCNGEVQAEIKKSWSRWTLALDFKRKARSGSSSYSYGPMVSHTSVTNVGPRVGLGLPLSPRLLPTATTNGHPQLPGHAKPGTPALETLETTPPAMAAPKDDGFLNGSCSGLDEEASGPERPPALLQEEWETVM
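HEK-293-derived GP2 cells expressing PTHR1 and a GloSensor cAMP reporter, 3,000/well, plated overnight, given luciferin plus IBMX (each 0.5 mM as added) for 1 h at 37 °C, then compound for 1 h at 37 °C. Luminescence was read after 15 min at room temperature.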
An asterisk follows results filed as active; i = inactive; ? = inconclusive; / = no result given; [ ] = dose if it differs, or a comment. Unless noted, calls follow the shape of the dose curve; as a rule, active = well fitted curve in the direction sought with a large enough effect; inconclusive = small, poorly fitted or top-dose-only effect, or another doubt; inactive = no such curve, though single readings can be large; an effect the other way counts as inactive or inconclusive.

1	CSc1ccc(S(=O)(=O)Nc2c(C)n(C)n(-c3ccccc3)c2=O)cc1
2	CCN(CCCNC(=O)CN1C(=O)COc2ccc(S(=O)(=O)N3CCC(C)CC3)cc21)Cc1ccccc1
3	COc1cccc(OC)c1C(=O)OCC(=O)N(C)c1ccccc1
4	CCc1ccc(-n2c(C)nc3cc(C(=O)NCc4cccnc4)ccc32)cc1
5	CC(C)n1cc(CN2CCCC(C(=O)Nc3ccccc3Oc3cccnc3)C2)cn1 (stereo unspecified)
6	CCC(C)NC(=O)C1c2ccccc2C(=O)N1Cc1cc(OC)ccc1OC (stereo unspecified)

Screen / compound no.	1	2	3	4	5	6
TDP43 rescue	9%	-34%[inhibitor]	15%	/	-17%	-9%
Abeta yeast res	9%	-4%	-21%	-12%	-14%	8%
FUS suppressor	6%	28%	-10%	25%	17%	16%
GLP1R inv ag	-11%	?	3%	6%	-12%	48%[activator]
HEK293 tox	0%	-15%	0%	4%	212%[activator]	-7%
Akt phos inh	i	i	i	i	i	i
aSyn yeast inh	3%	0%	1%	/	-3%	2%
Mm-Cpn inhibitor	0%	0%	1%	-1%	-5%	0%
PTHR1 ag	-14%	?	i	-31%[inhibitor]	i	-48%[inhibitor][57.5 µM]

7	COc1ccc(Cl)cc1NC(=O)Cn1c(=O)n(CCCC(=O)NCCc2ccc(OC)c(OC)c2)c(=O)c2ccccc21
8	CC1CCCCN1C(=O)COC(=O)c1cc([N+](=O)[O-])ccc1N (stereo unspecified)
9	O=C(O)c1ccccc1-c1ccccc1C(=O)Nc1nc2ccccc2s1
10	S=c1[nH]nc(CN2CCCCC2)n1-c1ccc(Cl)cc1
11	O=C(Nc1ccc(N2CCCC2)cc1)c1cccc(-c2cc3ccccc3oc2=O)c1
12	COc1ccc(Cn2c(=O)c3oc4ccccc4c3n(CC(=O)Nc3cc(C)cc(C)c3)c2=O)cc1

Screen / compound no.	7	8	9	10	11	12
TDP43 rescue	19%	4%	3%	2%	19%	-9%
Abeta yeast res	-6%	1%	8%	-14%	-9%	-15%
FUS suppressor	?	/	-9%	0%	?	-3%
GLP1R inv ag	?	7%	-26%	-4%	0%	2%
HEK293 tox	?	-5%	-2%	0%	-25%	8%
Akt phos inh	/	i	i	i	i	/
aSyn yeast inh	/	0%	1%	-6%	-40%[inhibitor]	/
Mm-Cpn inhibitor	/	0%	0%	2%	-1%	/
PTHR1 ag	-23%	i	-5%	i	i	6%

13	COc1ccc(C)cc1NC(=O)N(C(C)C)C1CCN(C(C)=O)CC1
14	CCC(CC)C(=O)N1c2ccc(F)cc2CCC1C (stereo unspecified)
15	CC(C)N(C)C(=O)C(=O)c1cccn1-c1cccc(Cl)c1C#N
16	Nc1ccccc1SC1CC(=O)N(c2ccc3c(c2)OCO3)C1=O (stereo unspecified)
17	O=C(NCCC1=CCCCC1)C1CCN(C(=O)Cc2ccccc2)CC1
18	CCN(CC)S(=O)(=O)c1cc(NC(=O)C2=COCCO2)ccc1Cl

Screen / compound no.	13	14	15	16	17	18
TDP43 rescue	0%	9%	2%	-6%	-6%	-1%
Abeta yeast res	-18%	11%	10%	7%	6%	-11%
FUS suppressor	-28%	-12%	-12%	5%	22%	5%
GLP1R inv ag	8%	-15%	2%	5%	-28%	-14%
HEK293 tox	-3%	2%	2%	-14%	-15%	17%
Akt phos inh	/	i	i	i	i	i
aSyn yeast inh	/	-2%	-1%	14%	-2%	5%
Mm-Cpn inhibitor	/	-1%	-3%	1%	-5%	-5%
PTHR1 ag	3%	-12%[57.5 µM]	23%	i	-9%	i

19	COCCN1C(=O)N[C@@H](c2ccco2)C(C(C)=O)=C1C
20	C=CCCCCc1nc2ccccc2c(=O)n1N
21	O=C(COC(=O)c1ncc(Cl)c(Cl)c1Cl)NCCc1ccccc1
22	O=C(Nc1ccc2c(c1)CCCN2C(=O)c1cccs1)c1ccc(F)c(F)c1
23	CCCCOCCCNC(=O)C[C@@H]1C[C@@]2(C(=O)OC)CCCCC=C2N(CCc2ccc(OC)c(OC)c2)C1=O
24	Cc1cccc(C)c1NC(=O)COC(=O)COc1ccc2c(C)cc(=O)oc2c1

Screen / compound no.	19	20	21	22	23	24
TDP43 rescue	-1%	11%	?	25%[9.22 µM]	11%	-13%
Abeta yeast res	-1%	-4%	30%	30%	3%	-1%
FUS suppressor	8%	/	2%	8%	17%	/
GLP1R inv ag	15%	-1%	2%	?	-21%	11%
HEK293 tox	2%	-6%	-5%	-4%	-7%	9%
Akt phos inh	i	i	i	/	i	i
aSyn yeast inh	0%	-2%	2%	/	1%	-2%
Mm-Cpn inhibitor	2%	3%	-2%	/	/	-2%
PTHR1 ag	-6%	i	-69%[inhibitor]	-29%	-7%	?

25	CCc1ccc(OC2(C)CCN(Cc3ccc(SC)cc3)C2)cc1 (stereo unspecified)
26	CCCCCC1(C(=O)OCC)CC(CSC(=N)N)OC1=O (stereo unspecified)
27	NC(=O)C1CCN(CC(=O)N2c3ccccc3CCc3ccccc32)CC1
28	CCc1ccc(-n2c(N3CCN(c4cccc(Cl)c4)CC3)nc3ccccc3c2=O)cc1
29	Cc1c(OCC(=O)N2CCC(C(N)=O)CC2)ccc2c1oc(=O)c1ccccc12
30	Cc1cs/c(=N/C(=S)Nc2ccccc2)n1C

Screen / compound no.	25	26	27	28	29	30
TDP43 rescue	13%	26%	-3%	1%	19%	28%
Abeta yeast res	17%	-1%	-2%	0%	-2%	5%
FUS suppressor	-6%	1%	9%	25%	-10%	/
GLP1R inv ag	-6%	-13%	-11%	?	2%	-1%
HEK293 tox	-2%	6%	-3%	2%	-5%	-10%
Akt phos inh	i	i	i	/	i	i
aSyn yeast inh	3%	14%	1%	/	0%	-5%
Mm-Cpn inhibitor	/	0%	1%	/	2%	-24%
PTHR1 ag	-24%	-8%	-6%[57.5 µM]	-31%[inhibitor]	-28%	-16%

From entry 20 to 27, as listed above:
20	C=CCCCCc1nc2ccccc2c(=O)n1N
21	O=C(COC(=O)c1ncc(Cl)c(Cl)c1Cl)NCCc1ccccc1
22	O=C(Nc1ccc2c(c1)CCCN2C(=O)c1cccs1)c1ccc(F)c(F)c1
23	CCCCOCCCNC(=O)C[C@@H]1C[C@@]2(C(=O)OC)CCCCC=C2N(CCc2ccc(OC)c(OC)c2)C1=O
24	Cc1cccc(C)c1NC(=O)COC(=O)COc1ccc2c(C)cc(=O)oc2c1
25	CCc1ccc(OC2(C)CCN(Cc3ccc(SC)cc3)C2)cc1 (stereo unspecified)
26	CCCCCC1(C(=O)OCC)CC(CSC(=N)N)OC1=O (stereo unspecified)
27	NC(=O)C1CCN(CC(=O)N2c3ccccc3CCc3ccccc32)CC1

Screen / compound no.	20	21	22	23	24	25	26	27
TDP43 rescue	11%	?	25%[9.22 µM]	11%	-13%	13%	26%	-3%
Abeta yeast res	-4%	30%	30%	3%	-1%	17%	-1%	-2%
FUS suppressor	/	2%	8%	17%	/	-6%	1%	9%
GLP1R inv ag	-1%	2%	?	-21%	11%	-6%	-13%	-11%
HEK293 tox	-6%	-5%	-4%	-7%	9%	-2%	6%	-3%
Akt phos inh	i	i	/	i	i	i	i	i
aSyn yeast inh	-2%	2%	/	1%	-2%	3%	14%	1%
Mm-Cpn inhibitor	3%	-2%	/	/	-2%	/	0%	1%
PTHR1 ag	i	-69%[inhibitor]	-29%	-7%	?	-24%	-8%	-6%[57.5 µM]

(listing goes on)
31	CN(C)S(=O)(=O)c1ccc(Cl)c(NC(=O)COC(=O)CCSc2ccccc2)c1
32	CCOC(=O)C1C(=O)CC(C)(O)C(C(=O)OCC)C1c1ccc(Br)o1 (stereo unspecified)
33	COc1ccc(C2C(C(=O)Nc3ccccc3OC)=C(C)Nc3ncnn32)cc1 (stereo unspecified)
34	COc1ccc(Cc2nnc(-c3cccc(C)c3)o2)cc1OC
35	CCOC(=O)c1cnn2c(C)cc(-c3ccccc3)nc12
36	Cc1c(Cc2ccc3c(c2)OCO3)sc(NC(=O)c2cccc3ccccc23)c1C(N)=O

Screen / compound no.	31	32	33	34	35	36
TDP43 rescue	3%	0%	0%	28%	?	-46%[inhibitor]
Abeta yeast res	28%	21%[9.22 µM]	4%	-1%	-9%	-32%[inhibitor]
FUS suppressor	4%	-34%	12%	-10%	10%	-8%
GLP1R inv ag	1%	-13%	1%	76%[activator]	0%	?
HEK293 tox	18%	-4%	-3%	2%	1%	-4%
Akt phos inh	i	i	i	i	i	i
aSyn yeast inh	0%	14%	0%	6%	-14%	0%
Mm-Cpn inhibitor	0%	0%	2%	4%	-2%	-3%
PTHR1 ag	i	i	-16%	i	-11%[57.5 µM]	i

37	CSc1cccc(N=C2C(=O)Nc3ccccc32)c1
38	CC(CNC(=O)c1ccc2c(c1)OCO2)c1ccc([N+](=O)[O-])cc1 (stereo unspecified)
39	COc1ccc(C(=O)c2ccc(OC)cc2OC)cc1
40	O=C(O)CSc1nnc(-c2ccc(S(=O)(=O)N3CCCC3)cc2)n1Cc1ccco1

Screen / compound no.	37	38	39	40
TDP43 rescue	-15%	-3%[0.397 µM]	-5%[1.82 µM]	-37%[inhibitor]
Abeta yeast res	3%	9%	15%	-2%
FUS suppressor	-4%	15%	17%	22%
GLP1R inv ag	6%	?	?	4%
HEK293 tox	0%	4%	-28%	4%
Akt phos inh	i	i	i	/
aSyn yeast inh	0%	-29%	6%	-2%
Mm-Cpn inhibitor	0%	0%	-2%	1%
PTHR1 ag	i	-54%[inhibitor]	i	i

Not all compounds are listed, so the mix of outcomes need not match the whole.
